Growth percent in the NCI-60 one-dose screen (48 h, 10 µM unless noted): 100 = growth as untreated, 0 = no growth, -100 = all killed.
NCI-H23 – NCI-H23 lung cancer; 80,000 tested, 4% active; AID 1794731
OVCAR-3 – OVCAR-3 ovarian cancer. 79,000 tested, 7% active
OVCAR-4 – OVCAR-4 ovarian cancer cells; 80,000 tested, 3.7% active
OVCAR-5 – OVCAR-5 ovarian cancer; 82,000 tested, 2.9% active
SN12C – SN12C renal cancer cells; 81,000 tested, 3.8% active
SK-OV-3 – SK-OV-3 ovarian cancer cells; 80,000 tested, 3.2% active; AID 1794785
NCI/ADR-RES – NCI/ADR-RES ovarian cells; 81,000 tested, 4.4% active
IGROV1 – IGROV1 ovarian cancer; 79,000 tested, 4.7% active; AID 1794786
NCI-H226 – NCI-H226 lung cancer | 79,000 tested, 3.5% active | AID 1794732
An asterisk follows results filed as active; · = no result given; & = joins results of further samples. The calls were made as follows: active = growth percent below 10; inactive = the rest. Rows were taken by chance; overall some 9.4% were active at least once.

SMILES	NCI-H23	OVCAR-3	OVCAR-4	OVCAR-5	SN12C	SK-OV-3	NCI/ADR-RES	IGROV1	NCI-H226
O=S(=O)(NCCNc1cc(-c2cn(-c3ccccc3)nc2-c2cccc(O)c2)ccn1)c1cccc2ccccc12	75	85	67	94	101	88	80	87	73
COc1cc(/C=C/C(=O)C2=C(/C=C/c3ccc(O)c(OC)c3)NC(=O)NC2c2ccc(O)c(OC)c2)ccc1O (stereo not given)	·	104	93	94	94	116	107	113	92
COc1ccccc1CNC(=O)C1c2ccccc2C(=O)N(CC(C)C)C1c1cccs1 (stereo not given)	77	58	·	84	77	106	71	72	·
CC(/C=C1\SC(=S)N(CCCC(=O)NC(CC(C)C)C(=O)O)C1=O)=C\c1ccccc1 (stereo not given)	96	91	100	111	90	106	94	109	91
O=C(O/N=C(\Cn1cncn1)c1ccc(Cl)cc1)c1ccc(Cl)cc1Cl	100	110	115	111	97	95	102	101	87
CCCCCCCCn1ccc2cc(NC(=O)CN3CCN(c4nc(C)cc(Cl)n4)CC3)ccc21	92	109	84	102	99	110	93	74	89
COc1ccccc1CNC1CCCCC1	100	123	120	102	107	104	104	96	96
N=c1c2ccccc2nc2n1CCCCC2	102	116	107	96	104	112	105	106	102
CCOC(=O)C1(C(=O)OCC)C2C=CC(C2)C1C (stereo not given)	105&99	128&93	100&110	114&106	98&120	101&117	108&100	103&44	103&104
O=S(=O)(Oc1ccc(-c2cn3ccsc3n2)cc1)c1cccc(C(F)(F)F)c1	109	·	96	107	104	108	108	107	90
NC(=S)N/N=C/c1cn(-c2ccccc2)nc1-c1cc2ccccc2oc1=O	78	34	79	88	63	83	49	47	81
Cc1cccc(NC(=O)CN2CCN(c3ncnc4c3cnn4-c3ccccc3)CC2)c1	·	99	91	95	83	100	89	84	85
Nn1c2ccccc2c2ccccc21	104	107	119	101	104	98	106	89	95
CC(C)COC(=O)c1ccccc1	105	107	108	104	100	96	106	103	100
O=C(c1ccccc1)c1ccc2nc(-c3cccc(Br)c3)[nH]c2c1	·	76	75	86	63	96	83	66	57
N#CC1=CC2CN(Cc3ccccc3)C1C1C(=O)N(c3ccccc3)C(=O)C21 (stereo not given)	88	111	93	101	100	97	92	103	98
CCCNC(=O)c1cn2ncnc(Nc3cc(C(=O)NC4CC4)ccc3C)c2c1C	25	103	92	18	88	70	67	42	42
O=c1c2c(c3ccccc3n1-c1ccccc1)Nc1ncnn1C2c1ccccc1 (stereo not given)	91	90	107	94	100	113	96	107	112
C[C@H]1CNCc2ccc3ccccc3c21	97	96	100	97	108	99	98	100	107
O=C(CCC(=O)c1nc2ncccc2[nH]1)NN1C(=O)CSC1c1ccc([N+](=O)[O-])cc1 (stereo not given)	87	104	102	110	87	94	100	85	90
O=C(O)CCOc1c(Cl)cc(Cl)cc1[N+](=O)[O-]	96	104	103	98	110	92	96	96	98
CC1(C)CC[C@]2(C(N)=O)CC[C@]3(C)[C@H](C(=O)C[C@@H]4[C@@]5(C)CCC(=O)C(C)(C)[C@@H]5CC[C@]43C)[C@@H]2C1	93	104	94	100	101	95	92	107	103
C=C(C)[C@H]1CC/C(C)=C/CC[C@@]2(C)O[C@@H]2CC/C(CO)=C\[C@@H]1OC(C)=O	94	111	104	72	115	119	86	100	128
O=C(Nc1ccc(NC(=O)c2cc(Cl)nc3ccccc23)cc1)Nc1ccc(Cl)c(C(F)(F)F)c1	98	111	105	107	95	99	101	98	83
O=C(Cn1c2ccccc2c2ccncc21)N/N=C/c1c[nH]c2ccccc12	48	18	-60*	107	39	107	95	89	73

(continued)
SMILES	NCI-H23	OVCAR-3	OVCAR-4	OVCAR-5	SN12C	SK-OV-3	NCI/ADR-RES	IGROV1	NCI-H226
Sc1cccc2c(S)cccc12	99	118	117	·	98	106	106	·	100
NS(=O)(=O)c1ccc(C(=O)N=Nc2c(O)[nH]c3c(Br)cccc23)cc1	99	108	96	102	94	105	105	102	96
Cn1nc(-c2ccc(O)c(-c3ncc[nH]3)c2)c2ccccc2c1=O	70	71	69	96	92	105	53	67	70
CN1CC(=O)N=C1N	112&97	119&120	111&99	110&102	104&100	132&105	113&99	91&126	102&95
CCN(CC)Cc1nc2nc(Cl)c(Cl)nc2[nH]1	99	108	106	113	101	103	105	115	·
Cc1cccc(C(=O)NNC(=O)c2c(C)[nH]c(-c3nc4ccccc4[nH]3)c2C)c1	103	109	106	97	95	·	104	111	97
Clc1ccc(Cc2nnc(Nc3nc4ccccc4s3)s2)cc1	88	108	97	104	90	108	97	102	101
Nc1nc2ncc(=O)[nH]c2c(=O)[nH]1	102	96	113	105	102	113	102	104	98
C#Cc1nc(C2=C(C)C(O)/C(=N/O)C2)cs1 (stereo not given)	·	125	90	100	100	111	1.0*	-42*	107
Nc1ccc(-c2cc(-c3cc4c([nH]c5ccccc54)c(-c4ccc(F)cc4)n3)cc(-c3ccccn3)n2)cc1	96	108	85	105	76	112	91	102	100
Cc1ccccc1C1(O)c2ccccc2-c2ccccc21	98	107	·	97	91	98	105	81	99
CCN(CC)CCn1cc(Sc2cccc(OC)c2)c2cc(OC)ccc21	93	97	102	96	94	113	92	71	95
O=C1CN(CCN2CC(=O)N(Cc3ccccc3)C(=O)C2)CC(=O)N1Cc1ccccc1	98	109	106	109	99	113	103	109	107
CC(C)CSc1nc(-c2ccc(F)cc2)c(C#N)c(N(CCO)CCO)n1	99	97	104	101	110	104	98	110	103
C=C(C)[C@@H]1CC[C@]2(C(=O)OC)CC[C@]3(C)[C@H](CC[C@@H]4[C@@]5(C)Cc6cc(Cc7ccccc7)oc6C(C)(C)[C@@H]5CC[C@]43C)[C@@H]12	98	106	108	106	102	93	101	109	94
Cc1ccc(NC(=O)CCl)cc1Cl	89	114	89	108	94	102	107	64	103
O=C1C=CC(=O)N1c1ccc([N+](=O)[O-])cc1	105&107	104&106	111	104&94	107&92	110&98	108&103	121&95	106&110
N#Cc1c(Nc2ccc(Cl)cc2)nn2c(-c3ccc(Cl)cc3)c(-c3nc4ccccc4s3)c(N)nc12	91	112	107	97	98	103	104	96	77
COc1cc2ccnc(C=O)c2cc1OC	83	25	81	93	78	106	54	71	101
Cc1nn(-c2ccccc2)c(Cl)c1/C=C1\N=C(c2ccccc2)N(c2ccccc2)NC1=O	99	95	93	84	87	111	84	78	93
CC(C)CCC[C@@H](C)[C@H]1CC[C@H]2[C@@H]3CC=C4C[C@@H](N(C)C)CC[C@]4(C)[C@H]3CC[C@]12C	98	107	109	107	104	102	102	·	99
CN(C)N=Nc1ccc(N(C)C)cc1	92	97	104	109	99	88	105	95	86
CC(=O)OC(C)(C)C(=O)Oc1ccccc1	101	114	96	·	104	96	·	82	108
O=C1CN(/N=C/c2ccco2)C(=O)N1	99	112	116	106	95	104	107	101	95
Oc1ccccc1C=NCC1CCC(CN=Cc2ccccc2O)CC1 (stereo not given)	79	116	116	68	91	95	80	68	101

Compound profiles, as listed above. Order of screens: NCI-H23, OVCAR-3, OVCAR-4, OVCAR-5, SN12C, SK-OV-3, NCI/ADR-RES, IGROV1, NCI-H226
C=C(C)[C@@H]1CC[C@]2(C(=O)OC)CC[C@]3(C)[C@H](CC[C@@H]4[C@@]5(C)Cc6cc(Cc7ccccc7)oc6C(C)(C)[C@@H]5CC[C@]43C)[C@@H]12 reads 98, 106, 108, 106, 102, 93, 101, 109, 94
N=c1c2ccccc2nc2n1CCCCC2 reads 102, 116, 107, 96, 104, 112, 105, 106, 102
O=C(O)CCOc1c(Cl)cc(Cl)cc1[N+](=O)[O-] reads 96, 104, 103, 98, 110, 92, 96, 96, 98
CC(C)COC(=O)c1ccccc1 reads 105, 107, 108, 104, 100, 96, 106, 103, 100
O=S(=O)(Oc1ccc(-c2cn3ccsc3n2)cc1)c1cccc(C(F)(F)F)c1 reads 109, ·, 96, 107, 104, 108, 108, 107, 90

Next part.
SMILES	NCI-H23	OVCAR-3	OVCAR-4	OVCAR-5	SN12C	SK-OV-3	NCI/ADR-RES	IGROV1	NCI-H226
N#Cc1c(NC(=O)Nc2ccc(Cl)c(C(F)(F)F)c2)sc2c1CCCC2	94	96	91	99	96	107	100	105	95
CS(=O)(=O)c1ccc(-c2cnn3ccc(-c4cccc(S(=O)(=O)C5CC5)c4)nc23)cc1	57	55	68	69	55	32	72	13	61
O=C(Nc1cccc(-n2ccc3c(NC(=O)c4ccccc4)nccc32)c1)c1ccc(Cl)c(Cl)c1	-31*	-81*	-89*	-36*	-84*	19	-28*	-52*	31
Cc1c2ccccc2nc(CSCc2ccccc2)[n+]1[O-]	99	121	108	99	99	111	101	99	103
O=c1[nH]cnc(CN2CCCCC2)c1O	105	112	122	104	102	108	106	133	108
O=C1CC2(CCCC2)CC(=O)N1CCCCN1CCN(c2ncccn2)CC1	99	97	102	101	106	112	90	119	101
COc1cc2oc3cc(=O)cc4oc(-c5ccccc5)cc(c2c2c1CCC(c1ccccc1)O2)c43 (stereo not given)	88	106	85	106	78	93	87	70	64
ClC(Cc1ccccc1)c1ccccc1 (stereo not given)	95	116	100	·	96	109	102	100	103
OC/C=C\CO	88	69	106	101	107	99	93	111	96
CCCN(CCC)CC(C)(C)C(O)c1ccc(OC)c2ccccc12 (stereo not given)	81	94	94	82	93	87	90	27	74
CSc1ccc(Cl)cc1	113	103	104	100	102	98	112	105	99
CCCCCCC1(C(OC)OC)NC(=O)N(C)C1=O (stereo not given)	98	126	109	112	93	112	109	120	99
COC1OCC(O)C(O)C1O (stereo not given)	98	106	101	110	103	111	110	·	108
SCCCCCCCCCCS	96	107	97	100	105	109	101	115	·
Cc1cc(OCc2ccccc2)ccc1[N+](=O)[O-]	93	110	111	102	104	109	96	87	95
O=Cc1ccc[n+](CC(=O)c2ccc(Br)cc2)c1	101	106	102	99	102	99	104	102	93
COc1ccc(NC(=O)C2=C(C)NC(=O)N(C)C23C(=O)Nc2ccccc23)cc1 (stereo not given)	98	102	106	100	96	97	102	·	97
COc1cc(/C=C/C(=O)c2ccc(Cl)cc2)ccc1Oc1nc(NCCO)nc(N2CCOCC2)n1	·	116	114	102	97	97	105	99	96
COc1c(O)cc2oc3cc(O)c(CC=C(C)C)c(O)c3c(=O)c2c1CC=C(C)C	55	46	82	·	52	89	39	75	73
CN(C)Cc1cc(Cl)cc(Cc2cc(Cl)cc(CN(C)C)c2O)c1O	91	86	79	94	83	97	76	45	93
O=C(Nc1ccc(OCc2nnc(-c3ccccc3)o2)c(F)c1)c1ccccc1	88	101	91	108	94	·	98	112	88
COc1ccc(CN2CCc3c(Sc4ccccc4OC)nc(N)nc3C2=O)c(OC)c1	·	102	115	110	139	113	·	103	103

Given with two lines to a compound: part of the list above.
Results follow in this order: NCI-H23, OVCAR-3, OVCAR-4, OVCAR-5, SN12C, SK-OV-3, NCI/ADR-RES, IGROV1, NCI-H226
> CCCN(CCC)CC(C)(C)C(O)c1ccc(OC)c2ccccc12 (stereo not given)
 : 81, 94, 94, 82, 93, 87, 90, 27, 74
> Cc1c2ccccc2nc(CSCc2ccccc2)[n+]1[O-]
 : 99, 121, 108, 99, 99, 111, 101, 99, 103
> COc1ccc(NC(=O)C2=C(C)NC(=O)N(C)C23C(=O)Nc2ccccc23)cc1 (stereo not given)
 : 98, 102, 106, 100, 96, 97, 102, ·, 97
> O=Cc1ccc[n+](CC(=O)c2ccc(Br)cc2)c1
 : 101, 106, 102, 99, 102, 99, 104, 102, 93
